Source: PubChem BioAssay
PfHsp90 yeast 2: reduces growth (ATP signal) of yeast expressing P. falciparum Hsp90. AID 504621. 310,000 tested, 0.32% active. inhibition, % at 9.4 µM. S. cerevisiae expressing PfHsp90, BacTiter-Glo ATP, 48 h; yeast lacking PDR1 and PDR3 efflux regulators;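 active = every replicate shows inhibition above about 80%, whatever the replicate mean, limit read from the data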;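 also: 0% = DMSO neutral controls and 100% = 20 µM radicicol positive controls; yeast relying on Plasmodium falciparum Hsp90 in place of its own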
CDK5 p35 inh: inhibitors of human CDK5/p35 kinase | Recombinant CDK5/p35, ADP-Glo luminescence, 60 min | AID 488839 | 330,000 tested, 0.01% active | inhibition, % at 10 µM | Q00535+Q15078;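 active = highest replicate inhibition of at least 50% and at least 75% of replicates reaching 50%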;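 also: plate controls were DMSO neutral control for no effect and GW8510 at 10 µM for full effect; many of its hits are not listed in these tables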
LANA DNA inh: inhibitors of KSHV LANA C-terminal domain DNA binding | MBP-C-LANA/FAM-LBS DNA binding, fluorescence polarization | inhibition, % at 9 µM | 340,000 tested, 0.078% active | AID 504423;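 active = highest replicate inhibition at or above 60% at 9 µM, even if other replicates fall short; inactive = all replicates below 60% inhibition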;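 also: 0% = neutral control wells and 100% = 4 µM acridine orange control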
PvdQ inh: P. aeruginosa PvdQ acylase inhibition; 340,000 tested, 0.063% active; purified PvdQ acylase, fluorescence plate reader; inhibition, % at 10 µM; in the data active = inhibition above about 30%, passing the limit was not always enough;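 also: 0% = vehicle neutral wells and 100% = reference inhibitor wells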
Mot1-301 SUMO: inhibitors of SUMOylation pathway: yeast Mot1-301 growth rescue; S. cerevisiae Mot1-301 growth rescue, ATP luminescence, 38.5C; percent above DMSO median, 100 means doubled; growth rescue, % at 18.8 µM; 320,000 tested, 1% active;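 active = every valid replicate shows activation above 250% relative to neutral control wells; inactive = the rest, any valid replicate at or below 250%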;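 also: OY570 slx delta 5 strain wells were the positive control but not used for scaling; some compounds called inactive have numbers as strong as hits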
cardiac RTF act: increases calcium sensitivity of human cardiac regulated thin filaments; AID 493008; 340,000 tested, 0.24% active; P19429+P45379; activation, % at 7.2 µM; IANBD-labeled TnC RTF fluorescence at EC20 calcium; 0% EC20 calcium, 100% full calcium;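 active = activation above the mean over all tested compounds plus 3 SD, cut at about 30% in these data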;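 also: rise in fluorescence read as greater calcium sensitivity of cardiac thin filaments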
dFosB act: mouse delta FosB homodimer activation; purified delta FosB, TAMRA-CDK5 oligo fluorescence polarization; percent of positive-control signal above neutral wells; AID 493131; activation, % at 25 µM; 340,000 tested, 0.99% active; P13346;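 active = mean activation above about 17%, with every replicate also reaching it, limit read from the data, passing the limit was not always enough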;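 also: fluorescence polarization rise as delta FosB binds a TAMRA Cdk5 AP-1 oligo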
Target sequence (P13346 whole entry, looked up): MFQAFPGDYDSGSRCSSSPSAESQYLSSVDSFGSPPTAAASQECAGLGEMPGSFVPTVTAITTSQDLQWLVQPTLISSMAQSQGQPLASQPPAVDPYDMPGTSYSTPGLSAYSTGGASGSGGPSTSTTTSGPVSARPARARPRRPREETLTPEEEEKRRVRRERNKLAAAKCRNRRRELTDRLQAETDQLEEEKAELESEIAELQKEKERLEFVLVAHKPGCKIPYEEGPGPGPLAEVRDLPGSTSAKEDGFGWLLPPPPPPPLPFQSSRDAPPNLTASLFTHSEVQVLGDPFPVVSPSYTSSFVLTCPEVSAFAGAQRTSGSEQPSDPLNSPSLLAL
NSD2 HMT inh: inhibitors of human histone methyltransferase NSD2; NSD2 peptide methylation, AlphaScreen, 120 min; AID 743445; O96028; inhibition, % at 12.5 µM; 310,000 tested, 0.54% active; in the data active = inhibition above about 50%
Rtt109 HAT inh: C. albicans Rtt109 histone acetyltransferase inhibition; AID 540336; 330,000 tested, 0.16% active; Q5AAJ8; purified Rtt109/Vps75, ThioGlo CoA-SH fluorescence, 4 h; inhibition, % at 34.9 µM;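 active = inhibition of at least 50% in every replicate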
RTF Ca sens inh: cardiac RTF calcium desensitization; P19429+P45379; IANBD-labeled cardiac RTF, Ca2+ fluorescence; inhibition, % at 7.15 µM; 340,000 tested, 0.12% active; AID 493244;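 active = inhibition above the mean inhibition of all tested compounds plus 3 SD, cut at about 17% in these data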;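 also: assay run at fixed EC70 calcium of 1.6 mM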
Keap1-Nrf2 PPI: disrupts human Keap1 binding to Nrf2 peptide. Q14145. Keap1 Kelch-Nrf2 peptide fluorescence polarization, 1536-well. inhibition, % at 9.4 µM. 340,000 tested, 0.15% active. AID 504523; in the data active = inhibition above about 12%;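 also: human Keap1 Kelch domain with fluorescein labeled Nrf2 9mer peptide probe; 0% = neutral control wells and 100% = peptide positive control; higher means more block of Keap1 binding to Nrf2 peptide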
Target sequence (Q14145 whole entry, looked up, the tested form may be a part): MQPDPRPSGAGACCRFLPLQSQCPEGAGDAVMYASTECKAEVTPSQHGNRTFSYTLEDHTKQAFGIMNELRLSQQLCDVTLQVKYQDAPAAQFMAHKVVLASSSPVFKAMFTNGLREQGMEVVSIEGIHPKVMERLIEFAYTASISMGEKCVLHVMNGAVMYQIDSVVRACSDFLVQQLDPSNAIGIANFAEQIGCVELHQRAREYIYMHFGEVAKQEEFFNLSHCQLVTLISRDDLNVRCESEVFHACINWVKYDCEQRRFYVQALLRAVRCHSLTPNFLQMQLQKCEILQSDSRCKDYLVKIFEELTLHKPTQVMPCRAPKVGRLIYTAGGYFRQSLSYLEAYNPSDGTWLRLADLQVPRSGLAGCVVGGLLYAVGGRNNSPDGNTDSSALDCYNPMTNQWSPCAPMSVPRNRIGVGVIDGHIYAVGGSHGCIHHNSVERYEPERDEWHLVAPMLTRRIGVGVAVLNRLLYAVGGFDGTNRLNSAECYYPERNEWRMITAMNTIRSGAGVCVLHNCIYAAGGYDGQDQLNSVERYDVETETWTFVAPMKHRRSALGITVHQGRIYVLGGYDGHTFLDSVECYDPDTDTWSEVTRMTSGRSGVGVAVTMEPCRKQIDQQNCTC
Starred values were filed as active, the others as inactive; i = inactive; x = no result given; + = active, no number.

SMILES | PfHsp90 yeast 2 | CDK5 p35 inh | LANA DNA inh | PvdQ inh | Mot1-301 SUMO | cardiac RTF act | dFosB act | NSD2 HMT inh | Rtt109 HAT inh | RTF Ca sens inh | Keap1-Nrf2 PPI
Cc1ccc(C(=O)n2nc(C#N)c(C#N)c2N)cc1 | 10 | -0.7 | -1.9 | -7 | 9 | 2 | -6 | 27 | -4 | -6 | -5
CCN1C(=S)N[C@@H](CCc2ccccc2)C(C(=O)OC)=C1C | -7 | 2.4 | 0.2 | -13 | + | 4 | -6 | x | -3 | -7 | -7
CCC1(c2ccccc2)NC(=O)N(CC(=O)NCc2ccc(OC)cc2)C1=O (configuration not stated) | -21 | 0.1 | -2.5 | -6 | -10 | -2 | -11 | 6 | 2 | -2 | 4
COc1ccc(C(=O)NCCc2nnc3ccc(SCC(=O)NCc4ccc(F)cc4)nn23)cc1 | 15 | 3.7 | 1.1 | 7 | -3 | -2 | -7 | 4 | 20 | 0 | -4
C=CCN(c1nc(C)cc(OC)n1)S(=O)(=O)c1ccc(C)cc1 | -1 | 0.0 | -0.4 | -9 | 123 | -1 | -5 | -1 | -1 | -5 | -3
COc1cccc(NC(=O)CN(C)C(=O)CNC(=O)c2ccc(C)s2)c1 | -1 | -0.3 | 1.5 | -15 | x | -6 | 2 | -1 | -6 | -16 | -1
O=C(NCCCN=C1NS(=O)(=O)c2ccccc21)c1ccco1 | -1 | -0.9 | 0.4 | -7 | 2 | -2 | 1 | -1 | -12 | -4 | 0
COC(=O)C(CC(=O)c1cccc(OC)c1)c1ccc(F)cc1 (configuration not stated) | 10 | -0.1 | -0.9 | -14 | 67 | 0 | -3 | -5 | -6 | -4 | -5
CCOC(=O)C1(CCOc2ccccc2)CCN(Cc2ccc(CO)o2)CC1 | 2 | -1.0 | -1.8 | 0 | 3 | 0 | 0 | 4 | 14 | -3 | 1
NS(=O)(=O)c1ccc(CCNC(=O)CSc2nc3ccsc3c(=O)n2CC(=O)O)cc1 | -26 | 1.6 | 2.2 | 5 | -10 | 4 | -5 | 0 | 0 | 7 | 1
Cc1ccc(NC(=O)c2ccc(N3CCCC3=O)cc2)cc1S(=O)(=O)N1CCCCC1 | 3 | 1.0 | 1.1 | -7 | 12 | -4 | -2 | 1 | 3 | -6 | -2
COC(=O)c1ccc(OCCCCN2CC(C)OC(C)C2)cc1 (configuration not stated) | x | 0.0 | -1.0 | -8 | 65 | 3 | -11 | -2 | -3 | -10 | -4
Cc1ccc([N+](=O)[O-])cc1NC(=O)C[n+]1ccccc1 | 15 | 0.2 | -1.7 | 0 | -2 | 0 | -5 | -1 | 7 | 1 | 1
O=C(NCc1ccc2c(c1)OCO2)C1CCCN1S(=O)(=O)c1ccc(Cl)cc1 (configuration not stated) | -10 | -1.9 | -0.8 | -10 | x | 0 | -12 | -1 | 0 | 15 | 3
CC1CCN(C(=O)CN2C(=O)NC3(CCC(C)CC3)C2=O)CC1 (configuration not stated) | 3 | -1.1 | 1.0 | -12 | 14 | -2 | -6 | -2 | -10 | -5 | 0
CCOC(=O)CNC(=O)CSc1nc2c(C)cccc2cc1CC | -13 | -1.3 | 0.0 | 3 | -2 | x | -10 | 1 | 18 | x | -1
COc1ccccc1NC(=O)/C=C/c1ccc2c(c1)OCO2 | -1 | 1.3 | -1.1 | 11 | -4 | -2 | -1 | 1 | 0 | 1 | 4
CCN(C(=O)Cc1c(C(=O)O)n(CC)c2ccccc12)c1cccc(C(F)(F)F)c1 | 16 | -1.0 | -1.5 | -16 | -17 | -6 | -1 | -2 | x | -1 | -1
CC(C)Nc1nc(Oc2cccc(Cl)c2Cl)cc(C(F)(F)F)n1 | -73 | 0.3 | 0.3 | -13 | 1 | -2 | 5 | -1 | 2 | -3 | -1
Cc1ccc(-n2nc3c(c2NC(=O)c2ccc(S(=O)(=O)N4CCOCC4)cc2)CSC3)c(C)c1 | -24 | 1.0 | 0.0 | -8 | x | 3 | -4 | x | x | -1 | 4
CCN1C(=O)[C@H]2[C@@H](c3ccc(-c4ccc5c(c4)OCO5)cc3)N3CCC[C@@]3(C(=O)OC)[C@H]2C1=O | -7 | -0.9 | -0.1 | -4 | -8 | 1 | -10 | x | -1 | 1 | -4
Cc1ccc(OCC(=O)NCc2ccccc2)c([N+](=O)[O-])n1 | -13 | -1.4 | 0.8 | -8 | 196 | -2 | 2 | -1 | 6 | -1 | -2
CCOC(=O)C(CCCCCCP(=O)(c1ccccc1)c1ccccc1)NC(C)=O (configuration not stated) | -2 | 2.0 | 0.2 | -7 | 3 | -1 | -8 | -4 | 4 | -9 | -3
Nc1nc(SCC(=O)N2CCCC2)[nH]c(=O)c1-c1ccccc1 | -1 | 1.2 | -0.3 | -18 | -7 | 2 | 2 | 6 | -19 | 2 | -6
N#Cc1c(-c2ccccc2)cc(C2CC2)nc1N | -35 | -3.4 | -0.3 | 3 | 230 | -4 | -5 | -7 | -1 | -2 | 8
SMILES | PfHsp90 yeast 2 | CDK5 p35 inh | LANA DNA inh | PvdQ inh | Mot1-301 SUMO | cardiac RTF act | dFosB act | NSD2 HMT inh | Rtt109 HAT inh | RTF Ca sens inh | Keap1-Nrf2 PPI
NC(=O)c1ccc(Br)c(S(=O)(=O)N2CCCCC2)c1 | -26 | 2.0 | 0.1 | -4 | 14 | -5 | 1 | -1 | 2 | 2 | -1
Cc1cc(C(F)(F)F)n2nc(-c3cnn(C)c3C(F)(F)F)cc2n1 | x | 0.2 | 0.8 | -6 | 13 | -1 | -6 | -2 | -5 | 2 | 0
Nc1ccc2oc(-c3cccs3)nc2c1 | -19 | 0.9 | 1.0 | -8 | 2 | 7 | 2 | -10 | -7 | -2 | -5
CC(NC(=O)CN1C(=O)COc2ccccc21)c1ccccc1 (configuration not stated) | 30 | 2.3 | -1.2 | -3 | -6 | -6 | 0 | 1 | -16 | 2 | -5
CCc1cccc(C)c1NC(=O)CN1C(=O)NC(CCc2ccccc2)C1=O (configuration not stated) | -12 | -1.1 | 3.7 | -15 | 9 | 7 | -2 | 0 | 2 | -4 | -1
COc1cccc(-n2nnc3c(=O)n(Cc4ccc(Cl)cc4)cnc32)c1 | -6 | 0.6 | -0.3 | -21 | -10 | 0 | 7 | -1 | 4 | -2 | -4
O=C(Cc1ccc(Cl)cc1)N1CCN(c2ccc(F)cc2)CC1 | -4 | -0.2 | 0.6 | 27 | -28 | -7 | -6 | 1 | -3 | -2 | 0
COc1cccc(C(=O)CSc2nnc(COc3cccc4cccnc34)o2)c1 | -4 | -0.3 | -1.3 | -7 | 59 | 8 | -12 | x | 9 | -3 | -6
CCOC(=O)N1CCN(c2c(N3CCc4ccccc4C3)c(=O)c2=O)CC1 | 11 | 0.4 | 0.9 | -14 | 13 | 2 | -5 | x | 9 | -7 | -2
Cc1cc(NC(=O)C(C)SCC(=O)Nc2nc3c(F)cc(F)cc3s2)no1 (configuration not stated) | -12 | -1.6 | -2.2 | -16 | 3 | 6 | 14 | 2 | -2 | -3 | -6
O=C(Cn1nc(C(=O)O)c2ccccc2c1=O)Nc1ccc(F)cc1F | 15 | -0.7 | -0.9 | -14 | -2 | -1 | 26* | 2 | -13 | -24 | -2
O=C(N/N=C/c1cc(Cl)ccc1O)c1ccccc1Br | -4 | -1.0 | -0.9 | 9 | -16 | 2 | -12 | 0 | x | -5 | 1
CCn1ncc(/C=C/C(=O)c2ccccc2)c1C | 6 | -0.6 | -0.8 | -15 | -9 | 1 | -7 | 2 | 3 | -3 | -7
CC1(C)CC(=O)C=C(N2CCCC2)C1 | -16 | -2.6 | 2.0 | -7 | 6 | 10 | -7 | 0 | -3 | -10 | -4
COC(=O)c1cc(C(=O)NCCC(C)C)cc([N+](=O)[O-])c1 | -3 | 2.5 | 2.1 | -17 | -1 | -1 | 0 | 1 | 10 | -8 | -2
CC1(C)CC(CCNC(=O)c2ccco2)CC(C)(C)N1 | 10 | -1.2 | -2.5 | 10 | -1 | -2 | -1 | -3 | 2 | -5 | 3
CCOC(=O)C1Oc2ccccc2C(c2ccc(OC)cc2)=C1C(=O)OC (configuration not stated) | -5 | -1.0 | 0.5 | -15 | x | 1 | -5 | x | 1 | -6 | -3
Cc1ccc2cc(CN(CC(C)C)S(=O)(=O)c3ccccc3)c(=O)[nH]c2c1 | -26 | -0.5 | -0.1 | -4 | 0 | -2 | -8 | 0 | 2 | 7 | -1
COc1ccc(C(=O)NCCN2CCCC2)cc1OC | x | -1.7 | 1.4 | 8 | -4 | -1 | -16 | -1 | 13 | -1 | 6
Cc1ccc(S(=O)(=O)N2CCN(C(=O)c3cc(S(=O)(=O)N4CCOCC4)ccc3F)CC2)cc1 | 10 | -1.2 | -1.4 | -2 | x | -4 | -8 | 0 | 13 | -3 | -1
Cc1nc2scc(C)n2c(=O)c1S(=O)(=O)NCCc1ccc(Cl)cc1 | -48 | 1.3 | 3.4 | 2 | 110 | -4 | -8 | -1 | 3 | -1 | -7
COc1ccc2nc3c(nc2c1)CCCC3 | -13 | -2.2 | -0.6 | -6 | -3 | -5 | -5 | 13 | 1 | -3 | -2
CCCOc1ccc(C(C)(O)CN2CCOCC2)cc1 (configuration not stated) | 8 | -1.3 | 0.3 | -15 | i | -3 | 5 | -1 | 2 | -5 | 2
O=C(NCCc1ccc(Cl)cc1)C1CCC(=O)N(C2CCCCCC2)C1 (configuration not stated) | 29 | 2.7 | -0.3 | -16 | 6 | -1 | -12 | -4 | 0 | -2 | 1
Cc1cc(OCC(=O)Nc2ccc(N3CCN(C)CC3)cc2)ccc1Cl | -4 | 1.6 | -0.4 | -6 | 4 | -3 | -8 | 1 | 8 | 2 | 3
SMILES | PfHsp90 yeast 2 | CDK5 p35 inh | LANA DNA inh | PvdQ inh | Mot1-301 SUMO | cardiac RTF act | dFosB act | NSD2 HMT inh | Rtt109 HAT inh | RTF Ca sens inh | Keap1-Nrf2 PPI
CCCn1c(SCC(=O)Nc2nccs2)nnc1-c1cccnc1 | -2 | -0.4 | 2.9 | 3 | 29 | 2 | -1 | 5 | 14 | -2 | -3
Cn1ccnc1SCC(=O)Nc1sccc1C#N | -3 | 1.1 | -0.1 | 2 | -10 | 0 | 7 | 4 | -2 | 3 | -1
O=C(NC1CCS(=O)(=O)C1)c1ccc(-c2ccc(Br)cc2)o1 (configuration not stated) | 9 | 1.1 | -1.3 | -7 | 190 | -1 | -16 | 1 | -5 | -1 | 2
O=C(C[n+]1cc(-c2ccccc2)n2c1CCCCC2)c1ccc(Br)cc1 | 22 | 2.3 | 0.1 | -2 | -4 | -1 | 3 | 1 | -1 | 9 | 0
CSc1ccccc1C(=O)Nc1nc2ccccc2c(=O)[nH]1 | -22 | -1.1 | -1.6 | 4 | 200 | 2 | -7 | -3 | 7 | -3 | -2
CCCc1c(C(=O)O)cnn1-c1ccc(Cl)cc1 | -12 | -1.0 | 0.7 | -12 | -4 | 9 | -2 | 0 | 2 | -1 | 7
COC(=O)c1c(/N=C/N(C)C)sc2c1CCN(c1ncc(C(F)(F)F)cc1Cl)C2 | -3 | 2.2 | 2.7 | -9 | -2 | 6 | -5 | 6 | 8 | 8 | -6

An unsorted share of the library; 3.2% or so of the library scored in one or more.
